Ecoli tolC – growth inhibitors of E. coli tolC mutant, primary screen, strain BW25113 ΔtolC::kan, 384-well; growth inhibition, % at 10 µM (by protocol); 65,000 compounds, 2.2% hits; OD615; AID 573, 2007;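 active means growth inhibition at or above a cutoff equal to the mean over every tested compound plus 3 SD, cut at about 60% in these data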;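 further: growth measured after 20 h incubation at 37 °C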
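Material: E. coli BW25113 ΔtolC::kan, tolC deletion mutant strain. Measure: percent growth inhibition. Schedule: 37 °C, 20 h exposure. Doses: single-point testing at 10 µM. Signal: A615 absorbance measurement. Buffer or medium: kanamycin-containing LB broth (50 µg/mL).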
TNAP act mid DEA – human TNAP enzyme activators, primary screen, biochemical, luminescent, intermediate phosphate acceptor level; purified TNAP, CDP-star luminescence, 100 mM DEA, 30 min; hits give high values; scale: 0 levamisole-inhibited, 1 vehicle-only enzyme; activation factor at 20 µM; 64,000 tested, under 10 active; AID 813, 2007;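 active means activation factor of at least 2 at 20 µM, relative to controls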
Target sequence (P05186 whole entry, looked up): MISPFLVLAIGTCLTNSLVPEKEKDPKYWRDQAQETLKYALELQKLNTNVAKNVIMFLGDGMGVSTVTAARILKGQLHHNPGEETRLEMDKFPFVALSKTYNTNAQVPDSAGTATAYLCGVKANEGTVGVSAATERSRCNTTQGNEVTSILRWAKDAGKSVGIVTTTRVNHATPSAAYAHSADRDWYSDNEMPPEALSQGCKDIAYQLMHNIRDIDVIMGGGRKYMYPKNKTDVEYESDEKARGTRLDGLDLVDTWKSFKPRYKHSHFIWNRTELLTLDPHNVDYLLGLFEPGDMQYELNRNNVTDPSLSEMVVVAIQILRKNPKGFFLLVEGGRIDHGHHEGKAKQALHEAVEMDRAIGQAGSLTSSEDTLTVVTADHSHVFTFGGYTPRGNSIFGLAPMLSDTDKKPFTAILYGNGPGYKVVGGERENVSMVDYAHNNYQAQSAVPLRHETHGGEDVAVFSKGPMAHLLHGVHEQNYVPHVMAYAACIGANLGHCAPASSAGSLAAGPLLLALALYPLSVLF
NADH coupling – inhibitors of PK/LDH coupling enzymes, profiling panel, artefact control, biochemical, MLSMR library. 65,000 compounds, 0.02% hits. IC50, µM (titrated, usually from 10 µM), without a hit: top-dose inhibition. coupled PK/LDH NADH assays, four targets;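 active means single-dose screening hits from any of four coupled enzyme assays that gave an IC50 when retested across doses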;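 further: the DPM-DC format reads NADH fluorescence rather than 340 nm absorbance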
M1 antag – antagonists of rat M1 muscarinic receptor | Muscarinic acetylcholine receptor M1 (Rattus norvegicus), P08482 | AID 628, 2007 | CHO-M1 cells, Fluo-4 calcium, ACh EC80 antagonist mode; hits give low values | 64,000 compounds, 3.4% hits | B-score at 10 µM;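 active means calcium fluorescence response, raw or row-and-column corrected B-score, differing from the plate sample mean either way at a set confidence level, mostly lower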
M1 agonist – M1 muscarinic receptor agonists, primary screen, CHO-M1 cells, Fluo-4 calcium, agonist mode; Muscarinic acetylcholine receptor M1; Fluo-4 calcium fluorescence; hits give high values; B-score at 10 µM; 64,000 compounds, 3% hits; AID 626, 2007;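 active means fluorescence rise, raw or as B-score row- and column-corrected plate score, outside the 99.7% band of its plate's samples, either direction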
Active calls of the source: *; . = no result given. These rows are one share of the data; rates above refer to the full screens.

SMILES | Ecoli tolC | TNAP act mid DEA | NADH coupling | M1 antag | M1 agonist
CCNC(=O)[C@@H]1CCCN1C(=O)[C@H](CCCN=C(N)N)NC(=O)[C@H](CC(C)C)NC(=O)[C@@H](CC(C)C)NC(=O)[C@H](Cc1ccc(O)cc1)NC(=O)[C@H](CO)NC(=O)[C@H](Cc1c[nH]c2ccccc12)NC(=O)[C@H](Cc1cnc[nH]1)NC(=O)[C@@H]1CCC(=O)N1 | -2 | . | 0% | . | .
NCCNCCNCCN | -12 | . | 1% | . | .
CCn1cc(C(=O)O)c(=O)c2cc3c(cc21)OCO3 | 100* | . | 0% | . | .
N[C@H](Cc1c[nH]c2ccccc12)C(=O)O | -18 | . | 4% | . | .
COC(=O)C1(S(=O)(=O)c2ccc(C)cc2)CCOCC1 | 3 | . | 8% | . | .
Nc1ccn([C@@H]2O[C@H](CO)[C@@H](O)[C@@H]2O)c(=O)n1 | -8 | . | 0% | . | .
Clc1nc(-c2n[nH]nc2Cl)n[nH]1 | . | 1 | . | 0.3 | 0.096

Part of the list above, field by field:
CCn1cc(C(=O)O)c(=O)c2cc3c(cc21)OCO3
  Ecoli tolC: 100*	TNAP act mid DEA: .	NADH coupling: 0%	M1 antag: .	M1 agonist: .

N[C@H](Cc1c[nH]c2ccccc12)C(=O)O
  Ecoli tolC: -18	TNAP act mid DEA: .	NADH coupling: 4%	M1 antag: .	M1 agonist: .

COC(=O)C1(S(=O)(=O)c2ccc(C)cc2)CCOCC1
  Ecoli tolC: 3	TNAP act mid DEA: .	NADH coupling: 8%	M1 antag: .	M1 agonist: .

Some of these compounds in order of length of the SMILES, highest first.
SMILES | Ecoli tolC | TNAP act mid DEA | NADH coupling | M1 antag | M1 agonist
CCNC(=O)[C@@H]1CCCN1C(=O)[C@H](CCCN=C(N)N)NC(=O)[C@H](CC(C)C)NC(=O)[C@@H](CC(C)C)NC(=O)[C@H](Cc1ccc(O)cc1)NC(=O)[C@H](CO)NC(=O)[C@H](Cc1c[nH]c2ccccc12)NC(=O)[C@H](Cc1cnc[nH]1)NC(=O)[C@@H]1CCC(=O)N1 | -2 | . | 0% | . | .
COC(=O)C1(S(=O)(=O)c2ccc(C)cc2)CCOCC1 | 3 | . | 8% | . | .
CCn1cc(C(=O)O)c(=O)c2cc3c(cc21)OCO3 | 100* | . | 0% | . | .
